PhoP GFP inhibition – PhoP regulon inhibitors, Salmonella typhi PhoP promoter GFP reporter, confirmatory (AID 1850); Salmonella Typhi PhoP-promoter GFP reporter, fluorescence, 4 h; higher % means a stronger effect; inhibition, % at 50 µM; hits with a dose series show IC50 in µM; 310,000 compounds, 0.33% hits; in the data active means a potency from the dose series; inconclusive means inhibition mostly from about 25% at the one dose, without a potency; inactive means the rest, 99 in 100 with inhibition below about 19%;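 further: 0% = induced wells with vehicle and 100% = uninduced wells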
VEEV TC-83 Vero – inhibitors of VEEV TC-83 cytopathic effect, confirmation, Vero cells (AID 588727) | one-dose inhibition, % at 20 µM; IC50 in µM for titrated hits | 350,000 compounds, 0.13% hits | Vero cells, VEEV TC-83 cytopathic effect inhibition; higher % means a stronger effect; in the data active means a potency from the dose series; inconclusive means inhibition mostly from about 14% at the one dose, without a potency; inactive means the rest, 99 in 100 with inhibition below about 12%; further: strong numbers were not always called active
M. tuberculosis HTS – M. tuberculosis growth inhibition, HTS (AID 449762); inhibition, % at 25 µM, or IC50 in µM where a hit was titrated; 330,000 compounds, 0.59% hits; M. tuberculosis H37Rv growth inhibition, 7H9 media; higher % means a stronger effect; in the data active means a potency from the dose series; inconclusive means inhibition above about 70% without an active follow-up result;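 further: bacterial growth assessed after seven days of incubation; strong numbers were not always called active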
H1N1 NS1A inhibition – H1N1 influenza NS1A inhibitors, functional cell based assay (AID 504329); NS1A functional cell-based assay, percent inhibition; higher % means a stronger effect; inhibition, % at 12.5 µM, or IC50 in µM where a hit was titrated; 340,000 compounds, 0.3% hits; in the data active means a potency from the dose series; inconclusive means inhibition above about 27% without an active follow-up result; further: strong numbers were not always called active
tuberculosis growth – growth inhibition of non-replicating M. tuberculosis (AID 488890) | Mycobacterium tuberculosis non-replicating, growth inhibition; higher % means a stronger effect | inhibition, % at 25 µM, or IC50 in µM where a hit was titrated | 320,000 compounds, 0.39% hits; in the data active means a potency from the dose series; inconclusive means inhibition mostly from about 82% at the one dose, without a potency; inactive means the rest, 99 in 100 with inhibition below about 76%;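 further: plate controls were DMSO cells for no effect and high antibiotic wells for full effect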
VEEV TC-83 Vero 10K pilot screen – also measured in VEEV TC-83 Vero; calls as there; inhibition, %; measured here: 10K pilot screen inhibition
An asterisk follows results filed as active; i = inactive; ? = inconclusive; . = not tested or not shown. Compounds as they come, and some 1.6% of all compounds hit somewhere here.

SMILES | PhoP GFP inhibition | VEEV TC-83 Vero | M. tuberculosis HTS | H1N1 NS1A inhibition | tuberculosis growth | others
COc1ccc([C@@H](O)[C@@H](N)c2ccccc2)cc1 | -1.2% | 0.2% | 4.0% | . | 5.1%
COCCn1c(SCc2cccnc2)nnc1-c1c[nH]c2ccccc12 | -2.2% | 2.2% | -5.7% | -10.0% | -0.1%
CSc1ccccc1NC(=O)C1=CC(c2cccs2)=NS(=O)(=O)N1C | -3.0% | 5.3% | -3.0% | 9.6% | -5.9% | VEEV TC-83 Vero 10K pilot screen=0.9
Cc1ccc(C)c(NC(=O)C2CC3CCC2C3)c1 (stereo unspecified) | -8.7% | 0.4% | 4.8% | -3.2% | .
COc1ccc(C(=O)Nc2c(C)csc2C(=O)O)cc1 | -3.3% | 0.6% | -1.9% | . | 7.8%
O=C1CSc2ccc(S(=O)(=O)NCc3ccccc3)cc2N1 | -1.2% | 1.9% | 8.2% | 5.8% | 26.9%
COc1cccc(C2Nc3ccccc3NC3=C2C(=O)CC(C)(C)C3)c1OC (stereo unspecified) | -4.2% | i | 4.1% | -1.4% | 8.2%
CS(=O)(=O)c1ccc(Cl)c(NC(=O)c2cc(S(=O)(=O)N3CCOCC3)ccc2N2CCCC2)c1 | 1.5% | 6.6% | 3.9% | -3.9% | 9.2%
CCC1(c2ccc(C)cc2)NC(=O)N(C(C)C(=O)Nc2ccc(N3CCOCC3)cc2)C1=O (stereo unspecified) | . | 2.1% | 8.3% | 1.4% | 28.6%
Cn1nc(C(=O)NCCc2ccc(S(N)(=O)=O)cc2)c2c1-c1ccccc1S(=O)(=O)C2 | -2.2% | 1.3% | 6.7% | 11.6% | -12.2%
Cc1cc(C)c(NC(=O)COC(=O)C2=COCCO2)c(Cl)c1 | -5.0% | 0.5% | ? | 11.1% | 0.5%
COc1ccc(Br)cc1CN1CCCC(C(=O)N2CCCCC2)C1 (stereo unspecified) | 5.6% | i | -11.8% | 5.1% | -1.9%
CCOP(=O)(OCC)C(NC(=O)c1cccs1)c1ccccc1 (stereo unspecified) | 8.6% | 8.2% | -0.5% | -6.6% | 2.3%
CCC(=O)N1CN(S(=O)(=O)c2ccc(C)cc2)CC1C (stereo unspecified) | 4.6% | 0.2% | 1.7% | -7.5% | -7.1%
CCCCCN(C(=O)CSc1n[nH]c(-c2ccc(C)cc2)n1)c1c(N)n(CCCC)c(=O)[nH]c1=O | 0.4% | 8.7% | 50.9% | -6.6% | 48.7%
O=C(NCCCn1ccnc1)C(=O)NCC1OCCN1S(=O)(=O)c1ccccc1 (stereo unspecified) | -1.9% | 0.8% | 0.0% | 8.1% | -5.1%
Cc1ccc(OCC(=O)OCC(=O)c2c(N)n(C)c(=O)n(C)c2=O)cc1C | -14.9% | 1.7% | 1.3% | -2.2% | 55.0%
CSc1nc2ccc(NC(=O)c3ccco3)cc2s1 | 0.3% | 2.4% | 63.5% | -5.5% | ?
CC1=C2[C@@H]3OC(=O)[C@H](C)C3CC[C@@]2(C)C=CC1=O (stereo partly specified) | 9.7% | i | 0.8% | -0.9% | -6.8%
CC1=CC2C(C(O)CC3(C)C2CC(C)C32OCOC23COCO3)C2(C)C/C(=C\O)C(=O)C=C12 (stereo unspecified) | . | 11.7% | . | -2.6% | .
CCCOC(=O)c1[nH]c2c(c1C)C(=O)CC(c1cc(OC)c(OC)c(OC)c1)C2 (stereo unspecified) | -6.5% | 7.5% | -6.3% | 0.8% | -17.8%
Cc1ccc(CCNC(=O)C2CCCN2S(=O)(=O)c2ccc3c(c2)CCC(=O)N3)cc1 (stereo unspecified) | 8.1% | 4.2% | -5.9% | 0.1% | 39.5%
C[C@H](CO)N1C[C@H](C)[C@@H](CN(C)Cc2ccc(Oc3ccccc3)cc2)Oc2c(NS(=O)(=O)c3cn(C)cn3)cccc2C1=O | . | 0.3% | -0.3% | 1.3% | 15.7%
COc1cccc(C(=O)C2CCCN(C(=O)c3cccc(C#CC(C)(C)O)c3)C2)c1 (stereo unspecified) | 0.2% | 2.9% | 2.3% | 10.7% | 26.0%
Cc1ccn2c(Nc3ccccc3)c(-c3ccccn3)nc2c1 | 3.8% | i | ? | -0.9% | i
FC(F)(F)c1cc(-c2ccco2)nc2ncnn12 | -4.7% | 0.3% | 2.1% | 6.5% | -7.0%
CCC1(c2ccccc2)NC(=O)N(CC(=O)NC2CCCCCC2)C1=O (stereo unspecified) | . | 1.0% | 4.3% | -18.4% | .
Cc1cc(NC(=O)Cn2cnc3c(nnn3-c3cccc(F)c3)c2=O)no1 | -12.2% | 0.8% | 2.6% | 6.6% | 26.8%
CCOC(=O)c1c(NC(=O)CNC2CCCc3ccccc32)sc(C(N)=O)c1C (stereo unspecified) | -2.2% | 3.3% | 40.5% | 5.1% | 32.9%
O=C(NC1(C(F)(F)F)NC(=O)N(CC2CCCCC2)C1=O)c1ccco1 (stereo unspecified) | -1.1% | i | -2.7% | -2.2% | 14.9%
COc1ccc(/C=C/C(=O)NC(=S)Nc2ccc(S(=O)(=O)Nc3nccnc3OC)cc2)cc1 | 8.8% | 0.8% | -3.4% | 20.0% | 29.7%
NC(=O)c1cc(N=Nc2c(N)[nH]n(-c3c(Cl)cc(Cl)cc3Cl)c2=O)ccc1Cl | 0.3% | 3.6% | 4.6% | 7.5% | -5.8%
O=C(COC(=O)CCCN1C(=O)c2ccccc2C1=O)Nc1ncc(Cl)cc1Cl | 3.7% | i | 1.3% | -0.6% | -13.4%
Cn1ccnc1SCC(=O)c1ccc(Br)cc1 | -0.3% | i | -15.3% | -0.9% | 34.2%
O=C(Nc1ccc(Br)cc1)C1C2C=CC3(O2)C1C(=O)N(CCN1CCCCC1)C3C(=O)NC1CCCCC1 (stereo unspecified) | -10.1% | 0.4% | 8.1% | -6.5% | 22.3%
COc1ccc(-c2nc(-c3cccc(C)c3)nc(N3CCN(C)CC3)c2C#N)cc1 | 11.8% | 10.3% | 21.1% | 8.4% | 11.6%

Of the compounds above, these contain an NH in an aromatic ring:
SMILES | PhoP GFP inhibition | VEEV TC-83 Vero | M. tuberculosis HTS | H1N1 NS1A inhibition | tuberculosis growth | others
COCCn1c(SCc2cccnc2)nnc1-c1c[nH]c2ccccc12 | -2.2% | 2.2% | -5.7% | -10.0% | -0.1%
CCCCCN(C(=O)CSc1n[nH]c(-c2ccc(C)cc2)n1)c1c(N)n(CCCC)c(=O)[nH]c1=O | 0.4% | 8.7% | 50.9% | -6.6% | 48.7%
CCCOC(=O)c1[nH]c2c(c1C)C(=O)CC(c1cc(OC)c(OC)c(OC)c1)C2 (stereo unspecified) | -6.5% | 7.5% | -6.3% | 0.8% | -17.8%
NC(=O)c1cc(N=Nc2c(N)[nH]n(-c3c(Cl)cc(Cl)cc3Cl)c2=O)ccc1Cl | 0.3% | 3.6% | 4.6% | 7.5% | -5.8%

Later entries
SMILES | PhoP GFP inhibition | VEEV TC-83 Vero | M. tuberculosis HTS | H1N1 NS1A inhibition | tuberculosis growth | others
COc1ccc2c(c1)sc(=N)n2C | 0.1% | i | ? | -2.3% | i
Cc1onc(-c2ccccc2)c1C(=O)OCc1nnc(-c2ccccc2)o1 | 2.4% | 8.9% | 14.4% | -11.1% | 68.2%
NC(=O)c1ccc(NC(=O)c2cncn2-c2ccccc2)cc1 | -3.8% | i | -4.4% | -6.4% | -4.3%
Cc1nc(CNS(=O)(=O)c2ccc3c(c2)OCCO3)cs1 | -11.4% | 0.1% | 10.2% | -1.0% | -7.2%
COc1ccc(CCN(C)C2CCCN(S(=O)(=O)c3ccccc3)C2)cc1OC (stereo unspecified) | 3.1% | i | 11.9% | 4.0% | 11.9%
CNC(=O)CCCN1C(=O)c2ccccc2Sc2ncccc21 | 5.7% | 0.6% | -4.4% | -9.0% | 3.4%
COc1ccc(C(=O)Nc2cc(C)c3c(=O)oc4ccccc4c3n2)cc1 | . | 1.1% | -6.7% | -2.4% | -3.5%
COc1cc(C2CC(=O)N3CN(Cc4ccccc4)CSC3=C2C#N)ccc1OCc1ccccc1 (stereo unspecified) | 0.7% | 2.4% | 1.1% | 20.6% | 18.9%
CCN1CCN(CCCNC(=O)c2ccc3c(Cl)c4c(nc3c2)CCCC4)CC1 | 0.4% | 69.3% | 0.0% | -0.4% | 25.5%
Cn1c(=O)oc2cc(S(=O)(=O)NCCN3CCN(c4ccccc4F)CC3)ccc21 | -5.8% | 0.7% | -4.8% | 2.4% | 5.9%
CCC(C)n1c(SCC(=O)Nc2ccccc2C(F)(F)F)nc2ccsc2c1=O (stereo unspecified) | -6.1% | 3.0% | -14.4% | -1.2% | 12.9%
Cc1ccc(S(=O)(=O)Oc2ccc(N3C(=O)C4C5CCC(C5)C4C3=O)cc2)cc1 (stereo unspecified) | 4.5% | 2.0% | -1.2% | -4.2% | -12.0%
Cc1ccccc1OCCCn1cc(C(=O)C(=O)N2CCOCC2)c2ccccc21 | 2.1% | 2.9% | 3.2% | -7.0% | 22.4%
O=P(O)(OCc1ccccc1)OCc1ccccc1 | . | i | -4.1% | -17.0% | -4.4%
Cc1c(C)c2ccc(OCC(=O)NC3CCN(Cc4ccccc4)CC3)c(C)c2oc1=O | 14.4% | 3.1% | -2.9% | -0.5% | 25.7%
CC(=O)CSc1nc(-c2ccccc2)c(-c2ccccc2)o1 | -3.0% | 0.4% | 5.0% | 0.3% | 26.2%
Brc1ccc2oc(-c3ccn[nH]3)cc2c1 | 11.8% | 2.1% | ? | . | 27.0%
CC(C)(C)C(=O)NC(=S)Nc1ccccc1F | 0.6% | i | -7.8% | 0.3% | ?
O=C(CCN1C(=O)C2CCCCC2C1=O)Nc1ccc(OC(F)F)cc1 (stereo unspecified) | 5.0% | 1.5% | -6.9% | -2.9% | -3.4%
CCCCc1cc(=O)oc2cc(OCC(=O)N3CCC(C(N)=O)CC3)ccc12 | 8.5% | i | -4.0% | -6.9% | -0.6%
NC(=O)c1nc(-c2cccs2)nc2c1[nH]c(=O)n2-c1ccc(F)cc1 | 11.6% | i | 0.9% | 5.8% | 0.6%
NS(=O)(=O)c1ccc(CCNC(=O)COC(=O)C2CCCN2C(=O)c2cccs2)cc1 (stereo unspecified) | 3.5% | 5.7% | 1.0% | -11.6% | 7.1%
CC(=NO)C1CCC2C3CCC4=CC(=NO)CCC4(C)C3C(=O)CC12C (stereo unspecified) | . | 7.5% | . | -6.3% | .
COc1ccc(-c2cc(C(F)F)n3ncc(C(=O)N4CCN5CCCC5C4)c3n2)cc1 (stereo unspecified) | -2.1% | 0.6% | 1.5% | -0.1% | 7.1% | VEEV TC-83 Vero 10K pilot screen=0.7
CCOc1ccc(NC(=O)c2ccc(Br)o2)c([N+](=O)[O-])c1 | -3.1% | 0.7% | 5.7% | 19.0% | 9.2%
c1ccc2c(c1)OCC(c1nnc3sc(-c4ccc5c(c4)OCO5)nn13)O2 (stereo unspecified) | -14.5% | 6.0% | 10.0% | 12.2% | 69.4%
COc1ccccc1-c1nnc(-c2ccc(F)cc2)o1 | 1.4% | 3.0% | 5.4% | . | ?
Cc1ccc(CC(=O)Nc2cccc(C)n2)cc1 | -9.8% | 6.8% | -5.3% | 19.4% | 70.9%
COc1cc(OC)cc(C(=O)NCCCNC(=O)c2cccnc2)c1 | -0.4% | i | -5.4% | -1.7% | -14.6%
O=C(CSc1cc(Cl)ccc1Cl)NCCCn1ccnc1 | 6.0% | i | 3.7% | -6.4% | 20.6%
O=C(Nn1cnnc1)c1ccc(Cl)c(Cl)c1 | -8.3% | 0.3% | 4.0% | -3.4% | 7.0%
CCOC(=O)c1c(C)oc2c1c1c(c3ccccc32)OCN(Cc2ccccn2)C1 | -5.3% | 1.7% | ? | -6.2% | 67.6%
CCOC(=O)C1CCN(C(c2cccc(OC)c2)c2sc3nc(C)nn3c2O)CC1 (stereo unspecified) | 3.7% | 0.3% | -13.9% | 40.3% | 11.5%
COCCNC(=S)N/N=C(\C)c1cccc(C(F)(F)F)c1 | 5.8% | 1.3% | 6.1% | -2.1% | ?

Some of these compounds in order of length of the SMILES, smallest number first.
SMILES | PhoP GFP inhibition | VEEV TC-83 Vero | M. tuberculosis HTS | H1N1 NS1A inhibition | tuberculosis growth | others
Cc1ccc(CC(=O)Nc2cccc(C)n2)cc1 | -9.8% | 6.8% | -5.3% | 19.4% | 70.9%
O=C(CSc1cc(Cl)ccc1Cl)NCCCn1ccnc1 | 6.0% | i | 3.7% | -6.4% | 20.6%
CCOC(=O)C1CCN(C(c2cccc(OC)c2)c2sc3nc(C)nn3c2O)CC1 (stereo unspecified) | 3.7% | 0.3% | -13.9% | 40.3% | 11.5%

Screening results (PubChem BioAssay)
